# CHT allo act: CHT positive allosteric modulators, primary screen, cell-based, membrane potential dye, choline EC20; B-score at 10 µM; CHT-expressing cells; active compounds read high; LV-AA mutant CHT in HEK293 cells; AID 488977, 2010; 310,000 compounds, 0.49% hits;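 active means initial fluorescence not abnormally high and integrated response B-score, plate-corrected, over 3 SD above library mean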
# Target sequence (Q9GZV3 whole entry, looked up): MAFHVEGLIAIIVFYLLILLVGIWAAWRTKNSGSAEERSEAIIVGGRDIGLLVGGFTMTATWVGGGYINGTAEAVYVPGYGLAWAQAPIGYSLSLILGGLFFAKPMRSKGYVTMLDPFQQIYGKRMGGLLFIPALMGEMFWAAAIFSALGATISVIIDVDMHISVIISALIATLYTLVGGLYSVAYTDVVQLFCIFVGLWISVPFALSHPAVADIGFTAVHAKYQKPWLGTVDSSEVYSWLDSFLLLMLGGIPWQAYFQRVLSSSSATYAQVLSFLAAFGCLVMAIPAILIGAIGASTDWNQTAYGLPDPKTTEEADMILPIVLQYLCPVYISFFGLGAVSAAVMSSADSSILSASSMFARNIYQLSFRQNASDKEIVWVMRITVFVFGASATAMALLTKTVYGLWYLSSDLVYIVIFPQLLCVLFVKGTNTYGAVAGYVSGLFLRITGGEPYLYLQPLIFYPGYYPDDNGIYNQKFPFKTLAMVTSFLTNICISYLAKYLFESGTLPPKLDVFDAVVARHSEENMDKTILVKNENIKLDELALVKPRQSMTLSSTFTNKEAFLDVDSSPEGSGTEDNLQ
# CHT inh: inhibitors of human choline transporter CHT; AID 488975, 2010; 310,000 compounds, 0.86% hits; CHT-expressing cells, membrane potential dye, choline response; active compounds read low; B-score at 10 µM; High affinity choline transporter 1 (Homo sapiens), Q9GZV3;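 active means B-score over 3 SD under the library average, and starting fluorescence ratio not unusually high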;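 further: choline stimulus applied at its EC90 after an EC20 pre-addition; B-score computed on integrated fluorescence ratio after choline addition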
# Calls only; i = inactive.
Structure | CHT allo act | CHT inh
CCOc1ccc(S(=O)(=O)N2CCOCC2)cc1NC(=O)CSCC(=O)Nc1ccc(C)cc1 | i | i
CC(=O)NC(Cc1c[nH]c2ccccc12)C(=O)NCCc1ccccc1 (stereo not given) | i | i
CCN(Cc1ccncc1)C(=O)C(CO)c1ccccc1 (stereo not given) | i | i
COc1ccc(N2CCN(S(=O)(=O)CCNC(=O)C3CC(=O)N(c4ccccc4)C3)CC2)cc1 (stereo not given) | i | i
O=[N+]([O-])c1ccc(Nc2nc(N/N=C\c3ccc4c(c3)OCO4)nc(N3CCCCC3)n2)cc1 | i | i
CCOC(=O)c1ccc(NC(=S)N2CCN(c3ccccn3)CC2)cc1 | i | i
COc1ccccc1Oc1ccc(N/C=C/C(=O)c2ccco2)cc1 | i | i
Cc1cccn2cc(CCNS(=O)(=O)c3ccc([N+](=O)[O-])cc3)nc12 | i | i
O=C1CC(=O)N(Cc2cccs2)C(=O)N1 | i | i
CCN(CC(=O)Nc1ccccc1OC)CC(=O)Nc1ccccc1C(F)(F)F | i | i
O=C(NCc1cccs1)C(=O)NCC1OCCCN1S(=O)(=O)c1cc(F)ccc1F (stereo not given) | i | i
CCn1c(=O)c2cc(S(=O)(=O)NC3CCCCC3)ccc2n(CC)c1=O | i | i
Clc1ccc2oc(-c3cccnc3NCc3ccccc3)nc2c1 | i | i
CN(C)c1cc(N/N=C/c2ccccc2C(F)(F)F)nc(N(C)C)n1 | i | i
CCN(CC)S(=O)(=O)c1ccc2[nH]cc(C(=O)NCCN3CCCCCC3)c(=O)c2c1 | i | i
OCCC1CN(Cc2cccn2-c2cccnc2)CCN1C1CCCC1 (stereo not given) | i | i
CC(C)C(CCNC(=O)CC(Cc1ccccc1)c1ccco1)c1ccco1 (stereo not given) | i | i
NC(=O)C1CCN(CC(=O)Nc2ccc(S(=O)(=O)N3CCOCC3)cc2)CC1 | i | i
C=CCc1ccc(OCCN2CCc3ccccc3C2)c(OC)c1 | i | i
Cc1ccccc1N1CCN(CCCN2C(=O)CC(=C(c3ccccc3)c3ccccc3)C2=O)CC1 | i | i

# Five compounds drawn at random from the list so far, as already listed:
Structure | CHT allo act | CHT inh
O=C(NCc1cccs1)C(=O)NCC1OCCCN1S(=O)(=O)c1cc(F)ccc1F (stereo not given) | i | i
OCCC1CN(Cc2cccn2-c2cccnc2)CCN1C1CCCC1 (stereo not given) | i | i
C=CCc1ccc(OCCN2CCc3ccccc3C2)c(OC)c1 | i | i
Cc1ccccc1N1CCN(CCCN2C(=O)CC(=C(c3ccccc3)c3ccccc3)C2=O)CC1 | i | i
CN(C)c1cc(N/N=C/c2ccccc2C(F)(F)F)nc(N(C)C)n1 | i | i

# Later entries.
Structure | CHT allo act | CHT inh
COc1ccc(S(=O)(=O)Nc2c(C)n(C)n(-c3ccccc3)c2=O)cc1 | i | i
COc1ccc(-c2cn(Cc3ccc(C(=O)NCc4ccc(C)cc4)cc3)c(C(C)N)n2)cc1 (stereo not given) | i | i
CC(C)(C)NC(=O)C(c1ccccc1)N(C(=O)C1CSC(=O)C1)c1ccccc1 (stereo not given) | i | i
COc1ccc(/C=N/OCC(=O)Nc2nc3ccccc3s2)cc1OC | i | i
O=C(NC1CCN(Cc2ccccc2)CC1)c1cc(Br)c(Br)[nH]1 | i | i
Cc1ccc2nc(NC(=O)c3ccccc3F)sc2c1 | i | i
Cc1cc([N+](=O)[O-])nn1CC(=O)NCc1nc2ccccc2[nH]1 | i | i
COc1ccc(-n2c(SCC#N)nnc2-c2cccnc2)cc1 | i | i
COC(=O)Nc1nc2ccc(C(=O)c3cccs3)cc2[nH]1 | i | i
Cc1cc(OCC(=O)NCC2CCC(C(=O)O)CC2)c2c(C)cc(=O)oc2c1 (stereo not given) | i | i
COc1ccc(OCc2nnc3n2N=C(c2ccc(C)cc2)CS3)cc1 | i | i
Cc1ccc(C(O)(CNCc2ccccc2)c2ccccc2)cc1 (stereo not given) | i | i
COc1ccc(NC(=O)Nc2ccon2)c(OC)c1 | i | i
O=C(NC1CCCCC1)c1ccc(N2CCCC2=O)cc1 | i | i
CCOc1ccccc1NC(=O)CN(c1ccc(OC)cc1)S(=O)(=O)c1c(C)noc1C | i | i
CCCCn1c(N)c(N(CC(C)C)C(=O)c2cc(C)oc2C)c(=O)[nH]c1=O | i | i
O=C(c1ccncc1)N1CCN(S(=O)(=O)c2cccc([N+](=O)[O-])c2)CC1 | i | i
Cc1cccc(N2CCc3c2nc2ccc(Br)cc2c3N)c1 | i | i
O=[N+]([O-])c1ccc2c(c1)C(O)n1nc(-c3ccccc3)nc1S2 (stereo not given) | i | i
CCOC(=O)c1sc(C)c2c1NC1(CCCCC1)NC2=O | i | i
CCOC(=O)C1(CCOc2ccccc2)CCN(Cc2ccc(NC(C)=O)cc2)CC1 | i | i
COc1ccc(CCNc2cc(C)nc3c(-c4ccccc4)c(C)nn23)cc1OC | i | i
CC(C)n1cnnc1SCC(=O)Nc1ccc(Br)cc1F | i | i
Cn1c(SCc2ccc(C#N)cc2)nnc1-c1ccncc1 | i | i
C/C(=N/NC(=O)c1ccc(NC(=O)c2ccc(F)cc2)cc1)c1ccccc1 | i | i
Cc1ccc(C(=O)CCNc2ccc(F)c(Cl)c2)o1 | i | i
COc1ccc(OC)c(/C=N/NC(=O)C(=O)NCc2cccnc2)c1 | i | i
CCC(C)(C)NC(=O)C(Sc1ccccc1)c1ccccc1 (stereo not given) | i | i
N#CC1=C(N)N(c2ccccc2)C(c2ccccc2)C1(C#N)C#N (stereo not given) | i | i
COc1ccc2c(-c3ccccc3)cc(SC(C)C(N)=O)nc2c1 (stereo not given) | i | i
CCN(CC)c1ccc(/C=N/NC(=O)c2ccc([N+](=O)[O-])cc2)cc1 | i | i
Cc1ccc2oc(=O)n(CC(=O)O)c2c1 | i | i
CCOc1ccc(-c2nnc(NC(=O)Cc3cc(OC)c(OC)c(OC)c3)o2)cc1 | i | i
COC(=O)c1cc(CSc2nc3ccccc3c(=O)n2C)oc1C | i | i
Cc1c(C(=O)N/N=C/c2ccc(O)c(Br)c2)sc(N)c1C#N | i | i
O=C(c1cc(Br)c(Br)s1)N1CCN(C/C=C/c2ccccc2)CC1 | i | i
CC(=O)Nc1ccc(S(=O)(=O)NCC2CCC(C(=O)NCc3ccccc3)CC2)cc1 (stereo not given) | i | i
O=C(NCCCCc1ccccc1)C1CC(c2ccccc2[N+](=O)[O-])=NO1 (stereo not given) | i | i
O=C(NCc1ccc(Cl)cc1)C1CCN(S(=O)(=O)c2cccnc2)CC1 | i | i
Cc1cccc2cc(-c3nc4c(C)cccn4c3NCc3ccco3)c(=O)[nH]c12 | i | i
Cc1cc(C)n(C(=O)CSc2nnc(SCC(=O)n3nc(C)cc3C)s2)n1 | i | i
O=C(CCCn1c(=O)c2ccccc2n(Cc2ccccc2)c1=O)NCc1ccco1 | i | i
C/C(=N\Oc1cccc(F)n1)c1ccc(Cl)cc1Cl | i | i
CCOCCCNC(=O)C1CCC(CNS(=O)(=O)c2ccc(F)cc2)CC1 (stereo not given) | i | i
COc1ccc(CCNC(=O)CCN2C(=O)c3cccc4cccc(c34)C2=O)cc1OC | i | i
CC1=Nc2ccccc2N=C(N)C1c1ccccc1 (stereo not given) | i | i
O=C(NNc1cc(Cl)ccc1Cl)C1CCC1 | i | i
COc1cc(C)c(Br)cc1S(=O)(=O)NCc1cccs1 | i | i
COc1ccc(NC(=O)CCNS(=O)(=O)c2cccc3nsnc23)cc1OC | i | i
CCOC(=O)c1c(C)[nH]c(C(=O)CN2CCN(CC)CC2)c1C | i | i

# Carrying on.
Structure | CHT allo act | CHT inh
CC(NCC1COc2ccccc2O1)C1COc2ccccc2O1 (stereo not given) | i | i
O=C(CCNC(=O)N1CCn2c1nc1ccccc12)NCc1ccccc1 | i | i
COc1cc(Cl)c(C)cc1NC(=S)NN | i | i
CCN(CC)c1ccc2c(c1)oc(=O)c1c(Cl)cc(=O)oc12 | i | i
CCOC(=O)c1cnc2ccc(C)cc2c1N(C)Cc1ccccc1 | i | i
OCc1ccc(-c2ccccc2)c(-c2ccccc2)c1 | i | i
Cc1ccc2c(C)c(C(=O)N(Cc3ccc(F)cc3)C3CCS(=O)(=O)C3)oc2c1 (stereo not given) | i | i
COc1ccccc1CNC(=O)C(=O)NCC1OCCN1S(=O)(=O)c1ccc2c(c1)OCCO2 (stereo not given) | i | i
Cc1cccc(NC(=O)C(CC(C)C)NC(=O)C2CCC(C)CC2)n1 (stereo not given) | i | i
Cc1cc(CSc2ccccc2)ccc1NC(=O)c1ccc(CN2CCOCC2)cc1 | i | i
CCOC(=O)C1CCN(C(=O)CSc2c3c(nc4ccccc24)CCC3)CC1 | i | i
COc1ccccc1CN(C)C(=O)c1cccc(S(=O)(=O)N2CCN(Cc3ccccc3)CC2)c1 | i | i
CCN(CC)C(=O)C1CC(c2ccc(OC)cc2)=NO1 (stereo not given) | i | i
Cc1ccc(C(=O)N/C(=C/c2ccco2)C(=O)N2CCC(C)CC2)cc1 | i | i
Cn1cnc(S(=O)(=O)NCc2ccccc2)c1 | i | i
COC(=O)c1cc(NC2c3ccccc3C(=O)N2c2ccc(Cl)cn2)cc(C(=O)OC)c1 (stereo not given) | i | i
COc1ccc(Cc2nc(=S)[nH][nH]2)cc1Br | i | i
CCOc1ccc(C(=O)n2cc(C(=O)OC)c3ccccc32)cc1 | i | i
CCNC(=O)COc1ccc(OCc2ccccc2)cc1 | i | i
CC1(C)Cc2ccccc2-c2n[nH]c(=S)n21 | i | i
COc1cc(NC(=O)c2cc(-c3ccccc3Cl)on2)cc(OC)c1OC | i | i
Cc1ccc(Cl)cc1NC(=S)N(CCN(C)C)Cc1cccs1 | i | i
Cc1onc(-c2ccccc2)c1NC(=O)N(CCC#N)Cc1cccs1 | i | i
COc1ccccc1C(=O)NCCC(=O)N(C)Cc1cccs1 | i | i
O=C(Nc1nc2c(Cl)cccc2s1)C1CC1 | i | i
O=C(OCc1ccc([N+](=O)[O-])cc1)c1ccccn1 | i | i
CS(=O)(=O)N(Cc1ccc(C(=O)NN=C2CCCCCC2)cc1)c1ccccc1 | i | i
COc1ccc(OC)c(-c2csc(N(CC3CCCO3)C(=O)Cc3ccccc3)n2)c1 (stereo not given) | i | i
CCOc1ccc(N2CC(C(=O)Nc3nnc(C4CCCCC4)s3)CC2=O)cc1 (stereo not given) | i | i
COc1cccc(N2CC(C(=O)Nc3nnc(SCCC4OCCO4)s3)CC2=O)c1 (stereo not given) | i | i
O=C(Cc1ccccc1)NN1C(=O)C2C3C=CC(C3)[C@@H]2C1=O (stereo not given in full) | i | i
COc1cc(NC(=O)Nc2ccccc2OC)c(OC)cc1NC(=O)CN1CCCCC1 | i | i
COC(=O)[C@H](CC(C)C)NC(=O)Nc1ccc(S(N)(=O)=O)cc1 | i | i
CC(OC(=O)c1nc(Cl)ccc1Cl)C(=O)Nc1ccc2c(c1)OCCO2 (stereo not given) | i | i
CCc1sc(C(=O)Nc2cccc(C(C)=O)c2)cc1C | i | i
CCNC(=S)N1CCN(C(c2ccccc2)c2ccccc2)CC1 | i | i
CCOC(=O)c1c(C)nc(C)c2c(=O)oc3ccccc3c12 | i | i
O=C(Nc1ccc(C(=O)N2CCOCC2)cc1)c1cc(-c2cccnc2)nc2ccc(Br)cc12 | i | i
O=C1CN(C(=O)c2ccccc2Br)C(c2ccc(F)cc2)c2cc(F)ccc2N1 (stereo not given) | i | i
CCN(CC)S(=O)(=O)c1ccc(-c2nnc(SCC(=O)c3ccc(OC)cc3)o2)cc1 | i | i
COc1ccc(C(=O)C[n+]2ccc(N)c(C)c2C)cc1 | i | i
CCn1ccnc1CN1CCc2c([nH]c3ccccc23)C1CC(C)C (stereo not given) | i | i
O=C(CCC1CCCCC1)NCCS(=O)(=O)N1CCN(c2ccc(F)cc2)CC1 | i | i
CCOc1cccc(NC(=O)/C(C#N)=C\c2cccnc2)c1 | i | i
COc1ccc(C2c3c(C)nn(-c4ccccc4)c3NC(=O)N2c2ccccc2)cc1 (stereo not given) | i | i
COc1ccc(S(=O)(=O)NCc2ccc(C(=O)N(C)Cc3ccco3)cc2)cc1 | i | i
COc1ccc(/C=C2\SC(=S)N(CCC(=O)N3CCCCC3)C2=O)cc1 | i | i
CCOC(=O)C1=C(CS(=O)(=O)c2ccccc2)NC(=O)NC1c1ccc(OC)c(OC)c1 (stereo not given) | i | i
CSCC[C@H](NC(=O)N1CCn2c1nc1ccccc12)C(=O)NC1CC1 | i | i
Cc1cc([N+](=O)[O-])ccc1NCc1cccc([N+](=O)[O-])c1 | i | i

# Other structures:
Structure | CHT allo act | CHT inh
COc1ccc(C(=O)Nc2cccc(OC(=O)c3ccco3)c2)cc1 | i | i
COCc1cc(C)nc(SCC(=O)NCc2ccco2)c1C#N | i | i
COc1cc(C(=O)N2CCCCCCC2)ccc1OC1CCN(C(C)=O)CC1 | i | i
COc1ccccc1CN(C)S(=O)(=O)c1cccs1 | i | i
O=C(O)C1CCCCC1C(=O)NCCc1ccc(Cl)cc1 (stereo not given) | i | i
CC1CN(Cc2nc3c(c(=O)[nH]c(=O)n3C)n2CCCc2ccccc2)CC(C)O1 (stereo not given) | i | i
O=C(CN(C(=O)CNC(=O)c1cccs1)c1ccccc1)NC1CCCCC1 | i | i

# 2 of the compounds above, with values under each structure:
# Every second line gives: CHT allo act, CHT inh
CC(OC(=O)c1nc(Cl)ccc1Cl)C(=O)Nc1ccc2c(c1)OCCO2 (stereo not given)
    i, i
COc1ccccc1Oc1ccc(N/C=C/C(=O)c2ccco2)cc1
    i, i

# Compound activity (PubChem BioAssay)
